From PubChem
GlmU inhibition: inhibition of mycobacterial GlmU enzyme – biochemical, glucosamine-1-phosphate acetyltransferase (AID 1376); M. tuberculosis GlmU acetyltransferase enzyme assay; higher % means a stronger effect; one-dose inhibition, %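 (tested at 30 µM in the primary screen)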; IC50 in µM for titrated hits; 220,000 compounds, 0.25% hits; in the data active means inhibition above about 13%;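 further: 0% = complete reaction with vehicle and 100% = reaction without substrate; strong numbers were not always called active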
RmlCD inh 1536: blocks M. tuberculosis RmlC and RmlD coupled enzymes; P9WH09+P9WH11; RmlC+RmlD coupled enzyme assay, percent inhibition; primary screen in compound mixtures; inhibition, % at 3.6 µM; 160,000 compounds, 0.03% hits; in the data active means inhibition mostly above about 34%, no sharp cut-off; further: some results filed as inactive read as strong as hits
Target sequence (P9WH09 whole entry, looked up): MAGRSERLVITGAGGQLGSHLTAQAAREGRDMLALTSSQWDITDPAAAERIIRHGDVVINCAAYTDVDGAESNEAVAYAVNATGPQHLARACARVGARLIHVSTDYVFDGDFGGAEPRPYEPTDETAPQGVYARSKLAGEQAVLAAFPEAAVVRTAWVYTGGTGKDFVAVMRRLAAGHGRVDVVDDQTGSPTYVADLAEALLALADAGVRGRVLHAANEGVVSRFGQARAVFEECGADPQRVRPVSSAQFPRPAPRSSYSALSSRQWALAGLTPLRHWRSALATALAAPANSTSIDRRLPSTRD
Target sequence (P9WH11 whole entry, looked up): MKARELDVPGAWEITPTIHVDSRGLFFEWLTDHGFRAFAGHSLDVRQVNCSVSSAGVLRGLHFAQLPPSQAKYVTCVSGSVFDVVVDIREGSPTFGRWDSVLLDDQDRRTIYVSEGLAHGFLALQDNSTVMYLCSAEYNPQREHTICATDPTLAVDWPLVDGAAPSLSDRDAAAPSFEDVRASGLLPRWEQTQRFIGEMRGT
Numbers without * were called inactive; nt = not tested or not shown; & = joins results of further samples. A portion of the library, so the mix of outcomes need not match the whole.

canonical_smiles	GlmU inhibition	RmlCD inh 1536
CC/C(C)=C1\SC(N2CCOCC2)=NC1=O	-4.6%	20.1
Cc1ccc(NS(=O)(=O)c2ccc(Cl)s2)cc1S(=O)(=O)N(C)C	6.7%	-120.2
CCN1CCN(C(=O)CN2C(=O)c3cccc4cccc2c34)CC1	-7.1%	-26.1
C/C(=N\NC(=O)Cc1c(C)[nH][nH]c1=O)c1ccc(Cl)c(Cl)c1	3.2%	1.6
COCCN1C(=O)C(=O)/C(=C(/O)c2ccc(S(=O)(=O)N3CCOCC3)cc2)C1c1cccc(O)c1 (stereo not given)	-2.6%	-1.2
CCOC(=O)c1c(CNCCN(CC)CC)n(C)c2cc(Br)c(OC)cc12	-1.6%	nt
Cc1nn(-c2cc(N(S(C)(=O)=O)S(C)(=O)=O)c(Cl)cc2Cl)c(=O)n1C	3.3%	-3.6
Cc1cc(C)n(/C(=C\N(C)C)C(=O)c2ccc(Cl)cc2)n1	-0.6%	-16.3
COCCn1c(SCC(=O)Nc2cc(C)cc(C)c2)nnc1C(C)C	-0.1%	nt
O=C(N/C=C\c1ccccc1)NCc1ccc(Cl)cc1	1.2%	-2.8
CCc1nc(SCC(=O)N2CC(=O)Nc3ccccc32)c2c(C)c(C)sc2n1	14.6%*	nt
Cc1noc(NS(=O)(=O)c2ccc(NC(=O)CSc3nc4c(cc3C#N)CCC4)cc2)c1C	5.0%	nt
Fc1ccccc1NC(=S)N1CCN(Cc2ccccc2)CC1	7.1%	6.5
Cc1nc2ccccc2n1/N=C/c1ccc([N+](=O)[O-])s1	-1.7%	21.1
Cc1ccccc1C(=O)Nc1nnc(-c2ccc(C(C)(C)C)cc2)s1	2.2%	-1.5
O=C(COC(=O)c1cccs1)NCc1ccco1	3.0%	nt
CC(NC(=O)c1ccccc1N)c1ccccc1 (stereo not given)	-8.2%	-1.1
O=C(CSc1nccc2ccccc12)N1CCN(c2ccccn2)CC1	nt	5.4
CCN(CC(=O)Nc1ccc2c(c1)OCCO2)C(=O)c1cccc(S(=O)(=O)N2CCOCC2)c1	9.5%&0.2%	7.6
CC1CC(c2ccccc2)n2nc(NC(=O)c3cccs3)nc2N1 (stereo not given)	5.3%	nt
CCOC(=O)c1nnn(-c2nonc2-n2cccc2)c1C	1.6%	28.3
COc1cccc(C2CC(=O)Nc3cc(OC)c(OC)c(OC)c32)c1OC (stereo not given)	-5.1%	8.5
CC(=O)Oc1ccc(N2C(=O)C3C4C=CC(C5CC45)C3C2=O)cc1[N+](=O)[O-] (stereo not given)	4.3%	nt
O=C(c1noc2c1CCCC2)N1CCN(C(c2ccccc2)c2ccccc2)CC1	2.0%	nt
COc1ccc(C(CCN2CCCC(C)C2)c2c(OC)cc(OC)c3c2OC(=O)CC3c2cc(OC)c(OC)c(OC)c2)cc1 (stereo not given)	-5.6%	nt
COc1ccc([C@@H]2C[C@@H](c3ccccc3)Oc3cc(OC)c(OC)c(OC)c32)cc1	-0.4%	-12.2
CCOCCCNC(=S)N1C2CCC1CC(NC(=O)NC1CCCCC1)C2 (stereo not given)	-14.2%	13.2
Clc1ccc(CSc2nnc(/C=C/c3ccccc3)o2)cc1	2.0%	-1.9
COc1ccc(OCCn2c(NC(=O)c3ccco3)nc3ccccc32)cc1	-1.5%	nt
CC(=O)Nc1ccc2[nH]c(C)c(CC=C(Cl)Cl)c(=O)c2c1	1.5%	-4.6
Cc1ccccc1-c1noc(CCC(=O)NCc2ccco2)n1	9.4%	4.7
CC(=O)N1CCN=C1SCc1ccccc1Cl	9.3%	nt
Clc1ccc(C=NC23CN4CN(CN(C4)C2)C3)cc1	2.9%	5.5
Cc1cccc(N2C(=O)C(Oc3ccc(Cl)cc3Cl)C2C(=O)O)c1C (stereo not given)	8.5%	-6.9
Cc1ccc(NC(=O)Cc2noc3ccccc23)nc1	0.8%	-8.1
Cc1cc(Nc2ccc3c(c2)OCCO3)c2cccc(C)c2n1	-6.2%	-8.4
COc1ccc(C(=O)N=c2sccn2C)cc1	4.2%	8.4
O=C(NCc1nc2ccccc2[nH]1)C1=C[C@H](C2CCCCC2)C[C@H](OCCCCO)O1	1.4%	nt
COCCNC(=O)C(c1ccncc1)N(C(=O)c1sc(C)nc1C)c1cccc(C)c1 (stereo not given)	1.6%	nt
CC(=O)Oc1ccccc1N(C(C)=O)S(=O)(=O)c1ccc2ccccc2c1	-5.0%	-4.2
COCCNC(=O)/C=C/c1c(Cl)cccc1Cl	-1.3%	nt
CCOC(=O)c1sc(NC(=O)c2ccc(S(=O)(=O)N3CCOCC3)cc2)nc1-c1ccccc1	-0.4%	-1.9
CCCCN(C(=O)NC(=O)Nc1cccc(C)c1C)S(C)(=O)=O	3.1%	-3.8
COc1ccc(Cc2nc3ccc(S(=O)(=O)N4CCOCC4)cc3[nH]2)cc1OC	3.4%	-60.2
CC1(C)CC(NC(=S)Nc2ccc(S(N)(=O)=O)cc2)CC(C)(C)N1	4.1%	-11.2
Cc1onc(-c2ccc(Cl)cc2Cl)c1C(=O)/C=C/N(C)C	3.6%	-50.7
O=C(CSc1nccc(-c2ccc(Br)cc2)n1)NCCc1ccccc1	2.9%	4.4
N=c1n(CCO)c2ccccc2n1Cc1ccccc1	4.6%	-2.4
Nc1ccccc1C(=O)Nc1nccs1	-2.0%	-14.3
O=C(Nc1cc(S(=O)(=O)N2CCOCC2)ccc1N1CCCC1)c1ccc2c(c1)S(=O)(=O)c1ccccc1C2=O	4.8%	nt
O=C(NCc1cccc(C(F)(F)F)c1)c1cccc(Cl)c1Cl	-2.2%	7.0
CCN(CC)c1ccc([N+](=O)[O-])cc1/C=N/NC(=O)CC#N	5.7%	nt
CCN1CCN(C(=O)c2cc3sccc3n2CC(=O)c2ccccc2)CC1	6.4%	-4.0
Cc1ccc(-c2ccc(=O)n(CC(=O)NCCCN3CCCCC3)n2)cc1	2.7%	-0.1
COC(=O)c1ccc(N=NN2CCOCC2)cc1	0.0%	-9.4
CN(C)c1nc(OCCOC(=O)c2ccccc2)nc(N(C)C)n1	3.0%	nt
CC1CC(=O)Nc2ccccc2N1S(=O)(=O)c1ccc(F)cc1F (stereo not given)	5.1%	-13.3
CC(C)n1cc(C(=O)c2cc(Br)ccc2O)cc(C#N)c1=O	0.9%	nt
CCOC(=O)N1CCN(C(=O)c2c(N)no[n+]2[O-])CC1	nt	4.8
COc1ccc(S(=O)(=O)NCc2ccc(C(=O)N3CCC4(CC3)OCCO4)cc2)cc1	1.6%	9.2

(more compounds)
canonical_smiles	GlmU inhibition	RmlCD inh 1536
Cc1ccc(C(=O)NC(NC(=O)c2ccc(C)cc2)c2cccc([N+](=O)[O-])c2)cc1	-5.3%	4.2
Cc1ccc(C2c3c(-c4ccccc4O)n[nH]c3C(=O)N2Cc2ccncc2)cc1 (stereo not given)	1.6%	-5.4
O=C(CSC1=NS(=O)(=O)c2ccccc21)Nc1ccccc1	0.9%	-10.5
Cc1cc(C)nc(/N=C2\NC(=O)CC(C(=O)O)N2c2cccc(Cl)c2)n1 (stereo not given)	0.8%	4.5
CCn1c(SCC(=O)NCc2ccco2)nc2cccnc21	-1.6%	-1.9
CCOc1ccc(CNC(=O)c2cc3oc4ccccc4c3n2C)cc1	-6.4%	nt
O=C(O)CN1C(=O)/C(=C/c2ccc(N3CCCCC3)o2)SC1=S	0.3%	14.4
CCN(CCCNC(=O)C1CCC(=O)N1Cc1ccc(C)cc1)c1cccc(C)c1 (stereo not given)	2.7%	1.2
O=C(c1ccc2c(c1)OCO2)N1CCN(C(=O)c2ccco2)CC1	1.8%	nt
COc1ccc(S(=O)(=O)N2CCN(CCC(=O)Nc3ccccc3F)CC2)cc1	1.2%	-7.7
O=C(CSc1nnc(CCCN2C(=O)c3cccc4cccc(c34)C2=O)n1-c1ccccc1)NCCCN1CCOCC1	0.4%	10.5
COc1ccc(N(CC(=O)NC2CCCC2)C(=O)CS(=O)CC(=O)Nc2ccc3c(c2)OCO3)cc1 (stereo not given)	3.2%	7.2

Shown with two lines to a compound: 2 of the compounds above.
Each structure is followed by: GlmU inhibition, RmlCD inh 1536
CCn1c(SCC(=O)NCc2ccco2)nc2cccnc21
→ -1.6%, -1.9
CCOc1ccc(CNC(=O)c2cc3oc4ccccc4c3n2C)cc1
→ -6.4%, nt

Continuation:
canonical_smiles	GlmU inhibition	RmlCD inh 1536
Cc1ccc2[nH]c(CN3CCC(CO)(CC4CCCCO4)CC3)c(C)c2c1 (stereo not given)	1.3%	nt
C=CCn1c(O)c(C(CC)=NCc2ccco2)c(=O)[nH]c1=O	4.8%	3.6
O=C(Nc1ccccc1N1CCOCC1)c1cc(F)cc(F)c1	0.7%	-8.6
CC(=O)C1C(=O)C=C(c2ccco2)CC1c1ccccc1 (stereo not given)	0.3%	nt
O=C(O)c1cccnc1SCC(=O)N1CCCCCC1	5.2%	-9.6
COc1ccc(C(=O)O/N=C/c2ccc(S(=O)c3ccc(Cl)cc3)nc2)cc1 (stereo not given)	-1.8%	-6.6
CCOC(=O)c1c(N)n(CC(C)NC(=O)C2CC2)c2nc3ccccc3nc12 (stereo not given)	-1.2%	9.4
CCCn1c(/N=C/c2c[nH]c3ccccc23)nc2ccccc21	-1.7%	nt
COc1cc(NC(=O)/C=C/c2ccccc2)c(C(=O)O)cc1OC	2.3%	49.2
Cc1cccc(-c2cc3c(nn2)-c2ccccc2C3=O)c1	0.7%	-6.1
CCSc1nc(N)c2c3c(sc2n1)CCC3	-1.9%	-3.0
O=C(/C=C/c1ccc(Cl)cc1)c1cccnc1	11.9%	-1.5
C[N+]1(CC2COC3(CCCCC3)O2)CCCCC1 (stereo not given)	6.3%	-2.9
Cc1ccc(NC(=S)N2CCN(Cc3ccccc3)CC2)c(C)c1	8.0%	-10.0
COc1ccc(OC)c2c(N3CCN(C)CC3)cc(C(F)(F)F)nc12	6.1%	nt
C(=N\N(c1ccccc1)c1ccccc1)/c1ccc2c(c1)OCO2	1.5%	10.9
Cc1cccc(C(=O)Nc2scc(CC(C)C)c2C(=O)O)c1	2.8%	-20.4
COc1ccccc1N1CCN(C(=O)COc2ccc(S(=O)(=O)NC(C)C)cc2)CC1	2.2%	-3.4
CC(c1ccc(F)cc1)n1cc(C(=O)NCc2ccc3c(c2)OCO3)nn1 (stereo not given)	4.8%	-17.2
N#C/C(C(N)=O)=C1/SC=C(c2ccccc2)N1c1ccccc1	2.3%	0.1
N#Cc1c(Cl)nc2c(c1C#N)CCCC2	-5.1%	5.0
CC(=O)N1CCC(N(CCN2CCOCC2)C(=S)Nc2ccccc2C)CC1	0.6%	-10.1
COc1ccccc1N1CCN(CCCNC(=O)Nc2ccccc2C)CC1	1.8%	10.4
Cc1ccn2c(C(=O)CSc3ccccc3)c(C)nc2c1	-1.9%	8.2
CCc1nnc(NC(=O)C2CCCN(c3nc4ccccc4s3)C2)s1 (stereo not given)	1.4%	nt
CN1CCN(C(=S)c2ccc(Br)cc2)CC1	3.2%	17.3
O=C(NC1CCCCCC1)C1CCN(c2nc3ccccc3o2)CC1	nt	7.0
CC(C)(C)NC(=O)NC(=O)CN1CCN(c2ncc(C(F)(F)F)cc2Cl)CC1	-0.1%	13.1
Cc1ccc(NC(=O)CSc2ncccn2)c([N+](=O)[O-])c1	-1.6%	2.4
O=C(Nc1ccccn1)NC(C(F)(F)F)C(F)(F)F	1.0%	-14.0
CCC(C)NC(=O)CCSCCC(=O)NC(C)CC (stereo not given)	-3.7%	-10.3
CCc1nc(Nc2ccc3nccnc3c2)c2oc3ccccc3c2n1	2.2%	83.2
CCN=C1S/C(=C\c2cn(CC)c3ccccc23)C(=O)N1CC	3.1%	6.8
O=[N+]([O-])c1ccc2c(c1)C=C1CCCCC1(N1CCCC1)O2 (stereo not given)	-1.5%	nt
NS(=O)(=O)c1cccc(NC(=O)C2CC(=O)N(Cc3ccco3)C2)c1 (stereo not given)	-8.8%	-2.0
COc1ccc(/C(C)=N/NC(=O)c2ccc(NS(=O)(=O)c3cccs3)cc2)cc1	8.5%	nt
CCc1ccc(/C=N/Nc2ncnc3nc[nH]c23)cc1	3.2%	-0.3
COc1ccc2ncn(-c3ccccc3)c2c1	1.7%	-11.3
Cc1nn(-c2ccc(Cl)cc2)c(NC(=O)C(C)C)c(-c2ccccc2)c1=O	-2.2%	2.2
COc1ccc(CNC(=O)COC(=O)c2ccccc2OCC(=O)Nc2ccc(SC(F)F)cc2)cc1	0.5%	-24.7
CCOc1ccc(NC(=S)N2CCC(C(N)=O)CC2)cc1	-2.9%	-6.5
COc1ccc(NCc2ccc([N+](=O)[O-])s2)c(OC)c1	-4.9%	-10.2
CCn1c2ccccc2c2cc(/C=N/n3c(-c4cc(C)[nH]n4)n[nH]c3=S)ccc21	2.9%	7.7
CCN1C(=O)/C(=C\c2cccn2-c2ccc([N+](=O)[O-])cc2)N(CC)C1=S	6.0%	nt
COc1ccc(C)cc1NC(=O)COC(=O)c1c(C)noc1C	7.0%	nt

Some of these compounds in order of molecular weight, lowest first.
canonical_smiles	GlmU inhibition	RmlCD inh 1536
CCN=C1S/C(=C\c2cn(CC)c3ccccc23)C(=O)N1CC	3.1%	6.8
CCOc1ccc(CNC(=O)c2cc3oc4ccccc4c3n2C)cc1	-6.4%	nt
COc1ccc(OCCn2c(NC(=O)c3ccco3)nc3ccccc32)cc1	-1.5%	nt
